Tat transport: E. coli Tat export inhibitors, primary screen, MC4100, TorA-mCherry reporter, fluorescence, single point. inhibition, % at 10 µM. 340,000 tested, 0.036% active. AID 488895, 2010;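 active = mean replicate inhibition at least 50% and at least half of replicates individually reaching 50%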;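 note: exported cargo escapes ClpAP degradation while cytoplasmic cargo is degraded and loses fluorescence; 0% = median of neutral control wells and 100% = median of NaSCN control wells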
Ecoli viability: E. coli V3065 growth inhibition, primary screen, counter-screen for AddAB inhibitor project, absorbance, OD600; inhibition, % at 11.9 µM; 330,000 tested, 0.27% active; AID 449728, 2010; 18 h;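 active = inhibition above the campaign's mean inhibition across all tested compounds plus 3 SD, cut at about 9.9% in these data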;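 note: uninfected addAB+ strain grown without phage in ampicillin broth; 0% = DMSO wells and 100% = ciprofloxacin 0.95 µg/ml wells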
OPRM1-OPRD1 ag: agonists of OPRM1-OPRD1 heterodimerization, primary screen, cell-based, luminescence; 340,000 tested, 0.3% active; Mu-type opioid receptor (Homo sapiens) + Delta-type opioid receptor (Homo sapiens), …; cells; activation, % at 9.3 µM; in the data active = activation above about 18%;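 note: 0% = vehicle-treated cells and 100% = reference agonist; values of inactives mirror those of a sister screen read the other way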
Mot1-301 SUMO: yeast Mot1-301 growth rescue at high temperature, primary screen, SUMOylation pathway inhibitor project, S. cerevisiae, ATP luminescence, 38.5C. 320,000 tested, 1% active. growth rescue, % at 18.8 µM. S. cerevisiae Mot1-301 growth rescue; percent above DMSO median, 100 means doubled;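 active = every valid replicate shows activation above 250% relative to neutral control wells; inactive = the rest, any valid replicate at or below 250%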;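 note: OY570 slx delta 5 strain wells were the positive control but not used for scaling; some compounds called inactive have numbers as strong as hits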
MOR-DOR inv ag: inverse agonists of MOR-DOR heterodimerization, primary screen, cell-based, luminescence. cell-based MOR-DOR heterodimer luminescence, inverse agonism. inhibition, % at 9.3 µM. 340,000 tested, 0.21% active. Mu-type opioid receptor (Homo sapiens) + Delta-type opioid receptor (Homo sapiens), …; in the data active = inhibition above about 22%, passing the limit was not always enough;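 note: 0% = cells with DMSO and 100% = wells without cells with DMSO; values of inactives mirror those of a sister screen read the other way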
PKA-R2B activ: activators of PKA-R2B holoenzyme, primary screen, biochemical, fluorescence polarization, Cy5-IP20, human; 340,000 tested, 0.079% active; PKA-R2B holoenzyme dissociation; R2B truncated from residue 108, S112A mutant; 0% DMSO only, 100% 113 µM cGMP; activation, % at 11.4 µM; cAMP-dependent protein kinase catalytic subunit beta (Homo sapiens) + cAMP-dependent …; AID 504700, 2011;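 active = activation above a cutoff set at the mean over all compounds plus 3 SD, cut at about 18% in these data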;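 note: higher means more holoenzyme dissociation and a rise in polarization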
Target sequence (P31323 whole entry, looked up, other chains not shown, the tested form may be a part): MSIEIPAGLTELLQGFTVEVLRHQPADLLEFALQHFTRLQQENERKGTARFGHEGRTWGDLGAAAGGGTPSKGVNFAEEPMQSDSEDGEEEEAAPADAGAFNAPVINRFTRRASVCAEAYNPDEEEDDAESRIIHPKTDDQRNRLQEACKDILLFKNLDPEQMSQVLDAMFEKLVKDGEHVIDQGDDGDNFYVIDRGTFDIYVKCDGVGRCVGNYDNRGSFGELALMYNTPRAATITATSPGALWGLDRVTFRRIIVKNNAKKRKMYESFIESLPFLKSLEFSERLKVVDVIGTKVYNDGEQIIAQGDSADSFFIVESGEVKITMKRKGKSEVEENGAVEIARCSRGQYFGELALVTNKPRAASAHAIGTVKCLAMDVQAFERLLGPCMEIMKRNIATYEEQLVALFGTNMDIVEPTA
PKA-R1A act: activators of PKA-R1A holoenzyme, primary screen, biochemical, fluorescence polarization, Cy5-IP20, bovine R1A, mouse PKAc; cAMP-dependent protein kinase type I-alpha regulatory subunit (Bos taurus) + …; 340,000 tested, 0.083% active; PKA-R1A dissociation; scaled: DMSO 0%, 113 µM cGMP 100%; AID 504707, 2011; activation, % at 11.4 µM;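 active = percent activation above the mean of all tested compounds plus 3 SD, cut at about 19% in these data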;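 note: higher means more PKAc released from R1A so a rise in polarization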
PfHsp90 yeast 2: growth inhibition of PfHsp90-expressing yeast, primary screen, antimalarial PfHsp90 inhibitor project, S. cerevisiae, BacTiter-Glo luminescence, single point, set 2; BacTiter-Glo ATP, 48 h; yeast lacking PDR1 and PDR3 efflux regulators; 310,000 tested, 0.32% active; inhibition, % at 9.4 µM; AID 504621, 2011;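 active = every replicate shows inhibition above about 80%, whatever the replicate mean, limit read from the data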;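 note: 0% = DMSO neutral controls and 100% = 20 µM radicicol positive controls; yeast relying on Plasmodium falciparum Hsp90 in place of its own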
AddAB inh: growth inhibition of E. coli expressing H. pylori AddAB, primary screen, AddAB inhibitor project, absorbance. inhibition, % at 11.9 µM. 330,000 tested, 0.29% active; in the data active = inhibition above about 12%;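 note: 0% = vehicle wells of infected cells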
phage Ecoli inh: growth loss of phage-infected E. coli, primary screen, RecBCD inhibitor project, absorbance, with phage, HTS; 360,000 tested, 0.26% active; inhibition, % at 11.9 µM; in the data active = inhibition above about 11%
HTR5A inv ag: HTR5A inverse agonists in luminescence cell assay, primary screen, counter-screen for OPRM1-OPRD1 heterodimer inverse agonist project, full-deck HTS. 5-hydroxytryptamine receptor 5A (Homo sapiens), P47898. HTR5A cell line, inverse agonism. inhibition, % at 9.3 µM. 340,000 tested, 0.083% active. AID 504634, 2011; in the data active = inhibition mostly above about 23%, no sharp cut-off; inactive = mostly below about 18%;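 note: 0% = cells with DMSO and 100% = no-cell wells with DMSO; some compounds called inactive have numbers as strong as hits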
Target sequence (P47898 whole entry, looked up): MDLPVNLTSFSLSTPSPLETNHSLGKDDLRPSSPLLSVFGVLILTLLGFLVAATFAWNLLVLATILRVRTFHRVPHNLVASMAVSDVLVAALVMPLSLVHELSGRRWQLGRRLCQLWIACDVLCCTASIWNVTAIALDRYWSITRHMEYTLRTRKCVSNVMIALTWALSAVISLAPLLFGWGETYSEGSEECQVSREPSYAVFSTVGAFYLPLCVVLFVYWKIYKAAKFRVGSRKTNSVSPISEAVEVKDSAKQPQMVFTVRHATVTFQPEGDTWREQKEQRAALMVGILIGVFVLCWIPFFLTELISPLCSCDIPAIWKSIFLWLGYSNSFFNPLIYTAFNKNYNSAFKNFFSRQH
Active calls of the source: *; . = not tested or not shown.

| no. | compound | Tat transport | Ecoli viability | OPRM1-OPRD1 ag | Mot1-301 SUMO | MOR-DOR inv ag | PKA-R2B activ | PKA-R1A act | PfHsp90 yeast 2 | AddAB inh | phage Ecoli inh | HTR5A inv ag |
| --- | --- | --- | --- | --- | --- | --- | --- | --- | --- | --- | --- | --- |
| 1 | CCCCCC(=O)Nc1cccc(C2=NOC3(C2)C[C@@H](C(N)=O)N(C(=O)c2cc([N+](=O)[O-])cc([N+](=O)[O-])c2C)C3)c1 (stereo partly specified) | 2 | -3.0 | 6.1 | -2 | -35 | 0 | 3 | -1 | 3.1 | 1.9 | 13 |
| 2 | O=C(NCc1ccc(F)cc1)C(c1cccnc1)N(C(=O)c1csnn1)c1ccccc1 (stereo unspecified) | -7 | 0.8 | 0.9 | 6 | -8 | -2 | 6 | 23 | 2.0 | -0.1 | 17 |
| 3 | CC(C)(C)OC(=O)N1CCC(c2c(C(=O)O)cnn2-c2ccc(Cl)cc2)CC1 | -18 | 0.8 | -1.2 | -14 | 6 | -3 | -7 | . | 0.9 | 3.4 | -9 |
| 4 | CCCSc1nnc(-c2ccccc2N)c(=O)[nH]1 | 0 | 2.2 | -1.6 | 6 | 9 | -3 | 4 | -14 | 1.7 | 1.2 | 15 |
| 5 | Oc1cc(Cl)cc(Cl)c1Cl | -1 | -1.9 | -1.2 | -6 | 7 | -11 | 1 | . | 1.4 | -2.4 | -4 |
| 6 | CCc1ccccc1NC(=O)COC(=O)c1c(C)nsc1NC | 4 | -2.3 | -0.8 | 23 | 3 | -14 | -9 | 0 | -0.9 | 1.6 | -15 |
| 7 | Cc1ccc(C)c(N(CC(=O)NCc2ccco2)C(=O)CCC(=O)Nc2ccccn2)c1 | 2 | . | -3.7 | . | 17 | -1 | -6 | 14 | . | 1.9 | 6 |
| 8 | CC(=O)c1c(C)[nH]c(C(=O)OCC(=O)N2CC(C)OC(C)C2)c1C (stereo unspecified) | -10 | -1.2 | -4.7 | 4 | 25 | -7 | 9 | . | 2.1 | -0.7 | -23 |
| 9 | COC(=O)C1CCN(CC(=O)NC(=O)NC2CCCCC2)CC1 | -7 | -2.1 | -0.3 | 16 | 1 | -1 | -2 | 9 | 1.0 | 2.5 | -23 |
| 10 | CCOc1ccc(-c2nnc(-c3ccncc3)o2)cc1 | 7 | 0.6 | -1.2 | -9 | 6 | -8 | -4 | 29 | 1.5 | 0.9 | -9 |
| 11 | O=C1CN(C(=O)NCC(=O)N[C@H](C(=O)O)c2ccccc2)c2ccccc2N1 | 5 | 1.4 | -4.1 | -12 | 20 | -4 | -1 | 3 | 5.1 | 1.7 | -20 |
| 12 | CC(C)n1cc(CN2CCN(C)C(CCO)C2)c2ccccc21 (stereo unspecified) | -4 | -3.3 | -0.9 | 3 | 4 | -8 | -10 | -14 | 1.0 | -2.0 | 2 |
| 13 | COc1ccc2[nH]c(=O)c(CN(Cc3nnnn3Cc3ccc(F)cc3)CC3CCCO3)cc2c1 (stereo unspecified) | -3 | 1.1 | -1.6 | -7 | 8 | -2 | -6 | 3 | 4.5 | 1.9 | -13 |
| 14 | COc1ccc(-c2c(C)[nH]n3c(=O)c(Cc4ccccc4)c(C)nc23)cc1 | -3 | -4.8 | 0.9 | -16 | -5 | -7 | 0 | 18 | -1.1 | 2.2 | 9 |
| 15 | C=C(C)c1cccc(C(C)(C)NC(=O)N2CCN(C/C=C/c3ccccc3)CC2)c1 | 8 | -2.0 | -1.4 | 0 | 6 | -6 | 1 | 36 | 2.0 | 2.6 | 9 |
| 16 | CCCCc1nn(-c2cc(Cl)ccc2OC)c2c1C(=O)CCC2 | -1 | 0.0 | -1.9 | 5 | 10 | -10 | -9 | 10 | 2.6 | 1.8 | 5 |
| 17 | CC(C)C(NC(=O)Nc1ccccc1)C(=O)Nc1cccc(S(=O)(=O)N(C)C)c1 (stereo unspecified) | 4 | -2.9 | -0.1 | -2 | 1 | -7 | 7 | -1 | 1.8 | 0.9 | -42 |
| 18 | Cc1ccccc1-n1c(C)n[nH]c1=S | -11 | 0.3 | -3.9 | 5 | 18 | 5 | -6 | -11 | 2.7 | 3.0 | 10 |
| 19 | COC(=O)c1ccc(NCCc2csc(-c3ccc(C)cc3)n2)c([N+](=O)[O-])c1 | 0 | 1.3 | -1.1 | -11 | 5 | -1 | 2 | . | 4.9 | 3.1 | -6 |
| 20 | COc1ccc(C[C@H]2CN3C(=NC[C@H]3C)N2CCNC(=O)CCC2CCCCC2)cc1 | -10 | -1.5 | 2.2 | 30 | -12 | 3 | 1 | 19 | 1.8 | -0.2 | 10 |
| 21 | O=S(=O)(c1ccccc1)c1nc(-c2ccco2)oc1NCc1cccnc1 | -13 | 0.6 | -2.0 | 14 | 8 | 9 | 8 | 4 | 4.2 | 0.3 | 0 |
| 22 | O=c1ccc(Oc2nc(N3CCOCC3)nc(N3CCOCC3)n2)nn1-c1ccccc1 | 16 | -0.4 | -0.9 | -26 | 5 | -14 | 8 | . | 2.8 | 1.8 | -2 |
| 23 | O=C(c1ccc(F)cc1)C1CCN(Cc2cn[nH]c2-c2ccc(F)cc2)CC1 | -7 | 2.8 | 4.4 | 5 | -22 | 3 | -2 | -9 | 5.0 | 1.0 | -21 |
| 24 | Cc1ccc(-n2c(SCC(N)=O)nnc2-c2cccnc2)c(C)c1 | -3 | 0.9 | -1.4 | 9 | 7 | 3 | -9 | . | 2.4 | 2.0 | 4 |
| 25 | Cc1ccc(NC(=O)CN2CCC(NC(=O)Cc3ccccc3)CC2)c(C)c1 | -7 | -1.8 | 0.3 | 7 | -2 | 3 | -11 | -1 | 2.6 | 1.9 | 17 |
| 26 | COc1cccc(-n2c(Cc3cc(=O)[nH]c(=O)[nH]3)nnc2SCC(=O)N2CCCCC2)c1 | 4 | 0.5 | -1.6 | -19 | 8 | 6 | -1 | 2 | 2.9 | 2.1 | 4 |
| 27 | Cc1ccc(CN2CCN(Cc3ccc(C)s3)CC2CCO)cc1 (stereo unspecified) | -2 | -0.7 | -3.0 | -8 | 17 | 0 | -8 | 29 | 2.0 | 5.2 | 1 |
| 28 | CCOc1ccccc1NC(=O)C1C2CCC(O2)C1C(=O)O (stereo unspecified) | 4 | 0.2 | -2.5 | -6 | 13 | -3 | -3 | 0 | 3.0 | 0.0 | -16 |
| 29 | O=C1CC(c2ccc(Cl)cc2)Oc2ccc(Cl)cc21 (stereo unspecified) | 3 | . | 6.7 | . | -33 | -5 | -3 | -36 | . | 1.2 | -3 |
| 30 | CN(C)/C=C(\C#N)C(=O)Nc1ccc(F)cc1 | -9 | 1.1 | -2.4 | 17 | 11 | -9 | -12 | -11 | 2.9 | 3.3 | 1 |
| 31 | CCOC(=O)C1=C(C)N=C2SC(C)C(=O)N2C1c1ccc(OCC)c(OCC)c1 (stereo unspecified) | -10 | -0.1 | -1.2 | -18 | 7 | 7 | -4 | -17 | 1.1 | -0.2 | 3 |
| 32 | CN(C)C=NC(=O)c1cc(C(=O)c2ccccc2Cl)c[nH]1 | 11 | 0.4 | -0.8 | -6 | 4 | -16 | -1 | -26 | 0.7 | 6.8 | 1 |
| 33 | O=S(=O)(NCC1CCCO1)c1ccccc1F (stereo unspecified) | -12 | 2.1 | -0.8 | 14 | 5 | -1 | 6 | -13 | 3.4 | -0.5 | 5 |
| 34 | CCOC(=O)C1=C(N)Oc2c(oc(CO)cc2=O)C1c1ccccc1 (stereo unspecified) | 4 | 0.3 | -0.1 | 11 | 1 | 11 | -3 | . | -1.1 | 2.0 | 29 |
| 35 | COc1ccc(Oc2cccc(Cl)c2CNC(=O)CCC(=O)O)cc1 | -1 | -1.7 | -0.3 | -9 | 2 | 1 | -4 | 0 | 0.0 | 1.8 | -20 |
| 36 | O=C1CC2CS(=O)(=O)CC2N1c1ccc(Oc2ccccc2)cc1 (stereo unspecified) | -17 | 0.7 | 0.8 | -16 | -4 | -6 | 4 | -17 | 0.5 | 1.1 | -31 |
| 37 | COc1cc(CNC2CCC(C)C2)cc(OC)c1 (stereo unspecified) | -12 | 1.5 | 0.2 | -2 | -1 | 0 | -5 | -3 | 2.0 | 2.8 | -24 |
| 38 | Cc1c(Cl)cccc1NC(=S)NCc1ccco1 | 1 | 1.5 | -3.0 | -4 | 15 | -9 | -8 | 3 | -0.1 | 2.8 | 19 |
| 39 | CCN(CC)C(=O)CSc1nnc(-c2ccncc2)n1N | 1 | 0.0 | -1.1 | -14 | 6 | -1 | -3 | 10 | 1.3 | 1.2 | -19 |
| 40 | Cc1nc2ccccc2c(C)c1CC(=O)N(CC(C)C)c1c(N)n(Cc2ccccc2)c(=O)[nH]c1=O | 1 | 0.4 | -2.1 | -7 | 11 | 1 | -8 | . | 0.7 | 2.2 | 9 |
| 41 | CC1CN(C)C(c2ccccc2)C(C)C12NC(=O)NC2=O (stereo unspecified) | 0 | 0.0 | -2.2 | 15 | 13 | 5 | 4 | 7 | 1.7 | -1.4 | 12 |
| 42 | CCOc1ccc(Br)cc1S(=O)(=O)N1CCCN(C)CC1 | -3 | -2.1 | -1.7 | 12 | 9 | -4 | -13 | 11 | -0.5 | -1.7 | -3 |
| 43 | COc1ccc(CN2CCN(Cc3cn(C)nc3-c3ccccc3)CC2CCO)c(C)c1C (stereo unspecified) | 9 | -0.5 | 1.0 | -14 | -5 | 8 | 2 | -2 | -1.0 | 5.6 | -15 |
| 44 | Cc1cccc(C(=O)Nc2nnc(SCC(=O)Nc3ccc4c(c3)oc3ccccc34)s2)c1 | 3 | 1.2 | -1.1 | -3 | 6 | 7 | -2 | -38 | 1.0 | 2.2 | 25 |
| 45 | Cc1ccc(S(=O)(=O)/N=C(\N)Nc2nc(C)c3cc(C)c(C)cc3n2)cc1 | 5 | 0.6 | 0.9 | 15 | -4 | -7 | -3 | -17 | 0.6 | 3.1 | -3 |
| 46 | O=C(CSc1ncccn1)N/N=C/c1ccc(OC2CSC2)cc1 | 11 | 2.8 | -2.2 | . | 12 | 1 | -1 | -22 | 1.0 | 2.4 | 10 |
| 47 | Cc1ccc(NC(CC(=O)c2ccccc2)c2ccc(F)cc2)cc1 (stereo unspecified) | 5 | 1.2 | 4.8 | 7 | -26 | -1 | -20 | 9 | 0.5 | 3.9 | 2 |
| 48 | CC1CC(=O)N(c2ccc(NCCc3ccccc3)c([N+](=O)[O-])c2)C1=O (stereo unspecified) | -4 | 0.8 | -1.9 | 45 | 9 | -10 | -1 | -2 | -0.8 | 2.3 | -8 |

Screens as filed in PubChem.
